EP2 antag – EP2 receptor (human) inhibition | C6 glioma cells expressing human EP2, cAMP TR-FRET; cells stimulated with saturating PGE2 | inhibition, % at 25 µM | 260,000 compounds, 0.52% hits | AID 1422;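 active = percent inhibition above 40 after rounding to a whole number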;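 note: rat C6 glioma host cells with rolipram phosphodiesterase inhibitor present; the protocol text gives 20 µM as final concentration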
Target sequence (P43116 whole entry, looked up): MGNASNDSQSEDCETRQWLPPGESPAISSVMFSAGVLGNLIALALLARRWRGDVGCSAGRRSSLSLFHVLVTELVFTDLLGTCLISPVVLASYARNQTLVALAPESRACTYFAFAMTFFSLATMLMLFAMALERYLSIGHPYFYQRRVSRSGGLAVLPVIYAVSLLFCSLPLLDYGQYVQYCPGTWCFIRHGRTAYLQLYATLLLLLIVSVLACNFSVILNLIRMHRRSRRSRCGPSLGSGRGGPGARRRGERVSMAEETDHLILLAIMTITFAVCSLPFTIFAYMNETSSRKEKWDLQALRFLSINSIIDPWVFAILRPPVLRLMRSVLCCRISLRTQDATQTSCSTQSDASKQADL
FXIa inh – blocks human coagulation factor XIa protease activity. P03951. purified FXIa, Boc-Glu-Ala-Arg-AMC fluorogenic substrate. inhibition, % at 5 µM. 220,000 compounds, 0.14% hits;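 active = inhibition of at least 40%; inactive = inhibition below 40%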;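 note: fluorescence of freed AMC excited at 355 nm; 0% = enzyme without compound and 100% = no enzyme blank; many of its hits are not listed in these tables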
Target sequence (P03951 19-387 limits assumed): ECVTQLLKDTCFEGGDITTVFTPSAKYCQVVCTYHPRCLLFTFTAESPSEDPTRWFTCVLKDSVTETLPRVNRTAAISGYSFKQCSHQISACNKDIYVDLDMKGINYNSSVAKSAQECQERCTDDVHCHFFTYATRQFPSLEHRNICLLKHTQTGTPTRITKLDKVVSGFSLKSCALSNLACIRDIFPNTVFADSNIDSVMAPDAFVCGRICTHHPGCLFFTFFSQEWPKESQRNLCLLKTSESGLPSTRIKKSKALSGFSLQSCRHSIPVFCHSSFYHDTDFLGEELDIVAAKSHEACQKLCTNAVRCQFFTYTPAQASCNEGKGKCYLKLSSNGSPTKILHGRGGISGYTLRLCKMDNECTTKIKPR
Target sequence (P03951 388-625 limits assumed): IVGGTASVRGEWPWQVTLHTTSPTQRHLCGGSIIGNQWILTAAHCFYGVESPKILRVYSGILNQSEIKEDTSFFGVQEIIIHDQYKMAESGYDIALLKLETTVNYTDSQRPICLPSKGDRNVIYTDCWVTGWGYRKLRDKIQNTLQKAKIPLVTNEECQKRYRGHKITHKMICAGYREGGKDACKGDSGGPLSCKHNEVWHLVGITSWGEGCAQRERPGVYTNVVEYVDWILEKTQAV
PPC-1+TRAIL kill – compounds killing PPC-1 cancer cells with TRAIL present (potentiator screen, no TRAIL-free arm) | PPC-1 cells + TRAIL, ATPLite viability luminescence | cell killing (% activity), % at 4 µM | 220,000 compounds, 0.41% hits;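 active = cell killing above 50% in the first pass at 4 µM, then a duplicate retest at 5 µM averaging 50% or more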;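 note: plate controls were cells with TRAIL plus DMSO for no effect and medium-only wells lacking cells for full effect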
FXIIa inh 1536 – blocks human coagulation factor XIIa protease activity | purified FXIIa, Boc-QGR-AMC fluorogenic substrate, 2 h | 220,000 compounds, 0.3% hits | inhibition, % at 5 µM | P00748 | AID 800; in the data active = inhibition above about 40%;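 note: 0% = enzyme with no compound and 100% = blank without enzyme; many of its hits are not listed in these tables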
L929 necroptosis – blocks zVAD induced death of L929 cells. L929 zVAD necroptosis rescue, ATP luminescence, 24 h; with zVAD 60 µM. viability rescue, % at 10 µM. 220,000 compounds, 0.38% hits;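 active = activation, scaled between plate controls, above about 75%, limit read from the data; inactive = activation under that limit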;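 note: 0% = zVAD with DMSO and 100% = DMSO alone without zVAD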
TNF necrop inh – TNF-alpha cell death inhibition in Jurkat FADD-/- cells; activation (protection from cell death), % at 10 µM; 220,000 compounds, 0.068% hits; Jurkat FADD-/- TNF necroptosis rescue, ATP luminescence, 24 h; 0 = TNF only, 100 = no-TNF cells;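 active = activation, meaning protection from cell death, of at least 50% relative to plate controls; inactive = activation below 50%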;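 note: necroptosis triggered by 40 ng/mL TNF-alpha added together with compound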
Tb hexokinase – T. brucei hexokinase 1 inhibition; inhibition, % at 10 µM; recombinant TbHK1, G6PDH-coupled NADH A340; 220,000 compounds, 0.11% hits; AID 1430;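 active = inhibition of 50% or more in the single-dose primary screen; inactive = inhibition below 50%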
Wee1 degr inh – blocks degradation of human Wee1 kinase. P30291. HeLa Luc-Wee1K328M stability, luciferase luminescence; 100% = proteasome inhibitor MG132 effect. reporter increase, % at 5 µM. 220,000 compounds, 1.2% hits;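 active = activation above the mean of all tested compounds plus 3 SD, set per screening run, cut at about 8.8% in these data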;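 note: cells exposed to compound for 20 h before luminescence read; 0% = DMSO alone and 100% = MG132 at 30 µM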
CHOP inhibitor – blocks CHOP induction under ER stress; 220,000 compounds, 3.8% hits; CHO-K1 CHOP-promoter luciferase, tunicamycin-induced, 15-18 h; inhibition, % at 10 µM; AID 2732;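 active = compounds that reduced the stress-induced luciferase reporter signal by more than about 70% of percent inhibition, limit read from the data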;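 note: 0% = tunicamycin plus vehicle and 100% = wells without tunicamycin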
Numbers without * were called inactive; . = no result given; & = joins results of further samples.

Compound	FXIIa inh 1536	PPC-1+TRAIL kill	L929 necroptosis	EP2 antag	FXIa inh	CHOP inhibitor	Tb hexokinase	TNF necrop inh	Wee1 degr inh
FC(F)Oc1ccc(NC(=S)NCc2ccco2)cc1Cl	10	8	0.9	12	-1	13	3	0.8	-3
Cn1c(=O)n(C)c2cc(NC(=O)CSc3nnc(-c4ccccc4O)n3-c3ccccc3)ccc21	25	22	1.5	16	4	12	-6	-5.0	-2
Brc1ccc2[nH]ncc2c1	0	18	0.0	8	-1	31	-3	-2.5	-1
COCCCNC(=O)CCc1nc2cccnc2n1Cc1ccccc1	18	5	0.6	6	4	-11	-3	1.0	-4
CCc1ccc(NC2CC(=O)N(c3ccc(OC)cc3OC)C2=O)cc1 (stereo unspecified)	-4	4	0.3	3	-18	54	0	0.5	0
COc1cccc(N2CCN(C(=O)CCNS(=O)(=O)c3ccc4c(c3)c(=O)n(C)c(=O)n4C)CC2)c1	5	8	0.1	8	-4	-5	-3	-2.1	1
COc1ccc(C(=O)Nc2ccc(O)cc2C(=O)O)cc1	0	30	1.6	6	-2	24	-8	-0.2	2
Fc1ccccc1OCCCN1CCOCC1	11	18	0.9	7	-2	-5	6	1.6	2
COc1ccc(CN2CCN(C(=O)c3cc(-c4cccnc4)nc4ccc(Cl)cc34)CC2)c(OC)c1OC	-7	23	3.0	12	-6	-1	-11	-4.6	-2
Cc1ccc(-n2c(=S)[nH]c3sc4c(c3c2=O)CCc2ccccc2-4)cc1	9	-11	1.3	17	10	-45	-14	1.3	0
CN1C(=S)SC(C)(C)C1(C)NO (stereo unspecified)	15	11	0.5	.	6	12	17	-0.4	-1
Cn1c(C(=O)OCC(=O)NCc2cccs2)cc2sccc21	6	-3	-0.2	10&2	7	10	-3	-12	-1
C=CCn1c(C)cc(C(=O)COC(=O)/C=C/c2cccc(OC)c2)c1C	3	-4	-0.2	3	0	4	-6	1.1	-3
O=C(COc1cccnc1[N+](=O)[O-])N1CCN(S(=O)(=O)c2ccc3ccccc3c2)CC1	8	12	-0.5	2	6	34	-5	0.5	-5
O=C(CN1CCCC1)Nc1ccc(F)cc1	4	15	1.5	6	-2	-8	-2	0.7	6
Cc1cc(C(=O)NCCc2ccc(Cl)cc2)n(-c2ccccc2)n1	6	-3	1.3	7	-1	17	-7	1.1	-1
CCNC(=O)NC(=O)C(C)OC(=O)CCCc1nc2ccccc2s1 (stereo unspecified)	7	-7	0.4	7	-1	30	1	0.2	0
Cc1nnsc1C(=O)Nc1cccc(Cl)c1	4	-2	0.9	6	-3	20	0	5.7	-3
COc1ccc(-c2c(C#N)c(N)nc3c2CCC3)cc1	13	9	0.9	3	-1	2	-5	-1.7	-2
Cc1ccc(C(=O)c2ccccc2C(=O)O)s1	11	4	0.2	9	-1	9	-8	-1.1	6
O=[N+]([O-])c1ccc(Sc2nccn2Cc2ccccc2)cc1	4	10	0.1	4	-9	-5	-17	-3.8	-3
COc1cccc(OC)c1C(=O)N1CCN(S(=O)(=O)c2ccc(C)cc2)CC1	13	0	0.3	18	-2	8	-3	0.4	-2
O=C1NC(=O)C(CC(=O)N(Cc2ccco2)C2(C(=O)NC3CCCC3)CCCCC2)N1 (stereo unspecified)	12	-12	-0.4	.	-2	27	-4	0.7	-2
COc1ccc(/C=C/C(=O)NC(=S)NNC(=O)c2ccco2)cc1	16	17	0.3	17	7	16	-25	-6.1	0
CCOC(=O)C1=C(C)N(C)C(C)=C(C(=O)OCC)C1c1ccncc1	11	4	-0.5	16	17	-4	-9	-3.7	-1
Cc1onc(-c2ccccc2)c1C(=O)N1CCOCC1	-2	10	-0.4	12	-5	10	2	-0.7	3
COc1ccc(S(=O)(=O)N2CCN(C(=O)c3c(C)nn(-c4ccccc4)c3Cl)CC2)cc1	7	24	0.1	10	1	10	-16	1.5	2
O=c1c2ccccc2nc(COc2ccccc2)n1/N=C/c1ccc(O)cc1O	-1	9	3.4	9	-2	20	-28	-15	-2
COc1ccc(C(=O)CCNc2ccc(C)c(Cl)c2)cc1	8	12	0.4	5	2	51	-12	1.2	-2
CCNc1nc(OC)nc(SCC(N)=O)n1	-12	12	-0.5	12	-11	8	4	-1.2	2
COc1cc(-c2nc3ccc4ccccc4c3c3c2CCC3)ccc1O	10	0	0.6	7	6	86*	11	2.1	5
COc1cccc(Cn2cccc(NC(=O)Nc3ccc(C#N)cc3)c2=O)c1	11	16	0.9	8	-6	-16	3	-1.4	-1
CC(C)C(CCN1C(=O)c2ccccc2C1=O)c1ccco1 (stereo unspecified)	30	19	-0.5	3	17	54	0	-0.8	-3
Cc1nn(Cc2ccccc2)c(C)c1NC(=O)c1noc2c1CCc1ccccc1-2	12	-43	1.8	13	6	86*	-11	-0.1	0
CCOC(=O)c1c(C)n(C)c2ccc(OC(C)C(=O)OC)cc12 (stereo unspecified)	16	15	0.0	14	-5	13	-11	-1.0	-1
Cc1ccc(S(=O)(=O)NNC2=NCCCCC2)cc1	6	9	1.2	5	-2	-7	1	-0.4	-3
Cc1cc(C(=O)NNC(=S)NCc2ccco2)n(C)n1	14	32	0.9	12	6	-11	-4	-2.0	-1
NC(=O)COc1ncnc2scc(-c3ccc(F)cc3)c12	2	21	-0.8	7	0	7	0	-0.4	1
CCOC(=O)C1=C(CC)Nc2ccccc2N=C1NC(=O)Nc1ccc(Cl)c(Cl)c1	2	-8	0.3	14	-5	53	-8	-2.7	-1
COCCCn1c(CCC(=O)O)ccc1-c1cccs1	6	15	0.0	7	-6	9	8	-0.7	3
N/C(=N\OC(=O)c1ccc(F)cc1)c1ccc(Br)cc1	38	21	0.1	4	8	-17	-3	-0.8	-3
COc1ccc(CN2CCN(c3ncccn3)CC2)c(OC)c1	3	-3	0.4	10	-12	17	0	2.4	-4
Cc1c(Br)c(C(N)=O)nn1C	-21	14	0.1	6	-11	8	-7	-0.2	0
CCOC(=O)C1CCCN(C(=O)c2ccc3c(c2)N(Cc2ccccc2)C(=O)c2ccccc2S3=O)C1 (stereo unspecified)	17	14	0.0	9	7	7	7	4.0	4
N=C1C(c2ccccc2)=C(O)CN1c1cccc(S(=O)(=O)N2CCOCC2)c1	9	14	0.5	9	0	3	-12	-0.2	2
Cc1cc(C(F)(F)F)n2ncc(-c3ccc(F)cc3)c2n1	-15	-4	-0.6	9	-4	25	-1	0.3	-2
CCOC(=O)C1=C(C)NC(=S)NC1C (stereo unspecified)	12	-6	2.8	8	3	-15	-8	-1.1	0
Cc1ccc(N2C(=O)C3C(C2=O)C(C(=O)c2ccc(Cl)cc2)N2CCCC32)cc1 (stereo unspecified)	-5	-2	-0.1	7	-6	18	-4	-9.8	0
CC(C)(C)NC(=O)CC(CC(=O)O)c1ccccc1 (stereo unspecified)	6	14	2.3	13	1	3	2	0.8	1
COc1cc(C(=O)NCc2cccc3ccccc23)cc(Cl)c1OC	16	10	2.3	6	0	-7	-2	-1.0	0
O=C1CC(c2ccccc2)CC(O)=C1C=NC1CCCC1 (stereo unspecified)	4	-12	0.3	15	-11	30	0	1.1	-3
CC(=N)C1=C(O)CC(C)(C)CC1=O	8	1	1.9	10	-5	-4	-6	1.9	1
CCC(Sc1nc(C)cc(C)n1)C(=O)O (stereo unspecified)	-6	-4	0.1	7	-8	-7	-1	-0.1	-2
CN(CCOc1ccc(Cl)cc1)C(=O)c1ccc(S(=O)(=O)N2CCOCC2)cc1	3	29	0.1	11	-3	1	-3	1.3	-2
Cc1cc(C)c(S(=O)(=O)NCCCn2ccnc2)c(C)c1	19	7	-0.4	7	17	10	3	1.0	-2
COc1ccc(-c2cc(-c3nnc(COC(=O)C4CC4C)o3)c3ccccc3n2)cc1OC (stereo unspecified)	4	9	0.3	4	4	-5	-5	1.4	-1
CC(C)C(=O)Nc1c(O)c2ccccc2[nH]c1=O	1	.	7.1	11&9	-7	3	4	0.7	-3
O=C(CSc1ncnc2c1oc1ccccc12)Nc1cccc(C(F)(F)F)c1	11	15	6.5	10	7	79*	-2	0.1	-2
COc1ccccc1C1(CC(=O)O)CCOC(C)(C)C1 (stereo unspecified)	5	-7	-0.2	13	-3	-8	1	-2.8	-2
COc1cccc(C2(c3cccc(OC)c3)CC2C(=O)Nc2ccccc2Cl)c1 (stereo unspecified)	3	11	0.6	8	0	30	-4	0.1	-1

Other records follow.
Compound	FXIIa inh 1536	PPC-1+TRAIL kill	L929 necroptosis	EP2 antag	FXIa inh	CHOP inhibitor	Tb hexokinase	TNF necrop inh	Wee1 degr inh
CCn1cc(C2=NC(CC(C)C)CO2)c2ccccc21 (stereo unspecified)	5	2	-0.1	10	-2	2	3	2.6	-4
c1ccc(Cn2nnc(-c3ccccc3)n2)cc1	10	25	-0.1	7	5	-17	8	2.4	-2
CSc1nsc(SC)c1C(=O)N1CCN(S(=O)(=O)c2ccc(C)cc2)C1C (stereo unspecified)	3	25	-0.5	-1	-8	14	27	0.6	3
C/C(=N\NC(=O)C1CCCN(S(=O)(=O)c2ccccc2)C1)c1cccnc1 (stereo unspecified)	14	25	-0.2	1	2	-10	2	-2.3	1
CCCn1c2c(c(O)c(C(=O)Nc3nccs3)c1=O)CCCC2	15	-14	1.9	8	-4	-21	-22	0.6	3
COC(=O)c1ccc(N=NN2CCOCC2)cc1	0	33	0.0	1	-11	-5	-36	2.1	2
COc1ccc2c(=O)cc(-c3ccccc3)n(C)c2c1	16	4	-1.1	11	12	32	-8	-4.9	-2
N#Cc1c(NC(=O)CSc2ncn[nH]2)sc2c1CCCCC2	8	0	2.8	13	-15	91*	-5	4.2	0
Cc1ccc2c(c1)nnn2C1CCN(CC(=O)N2c3ccccc3CC2C)CC1 (stereo unspecified)	14	10	-0.2	2&10	-4	21	5	-6.8	3
CCOC(=O)N/N=C/C=C/c1ccccc1[N+](=O)[O-]	.	0	3.0	10	-2	13	-6	0.4	9.2*
C/C(=C\C(=O)c1ccc(Cl)cc1Cl)N(C)C	9	7	0.3	5	-2	16	-2	-0.5	-3
O=C(C1CCCCC1)N(Cc1nc2sc3c(c2c(=O)[nH]1)CCCC3)Cc1cccs1	12	12	0.1	11	-4	38	34	0.5	0
Cc1ccccc1-c1nnc(SCc2ccccc2)o1	16	-5	-0.4	9	6	22	7	3.8	6
COC(=O)c1cc2c(C)cc3ccc(C)cn3c-2c1C(=O)OC	8	23	1.0	38	1	-12	-30	1.6	-1
Cc1nc(C(C)N(C)Cc2nc(-c3ccc4c(c3)OCO4)no2)c(C)s1 (stereo unspecified)	7	15	-0.5	4	1	-11	-7	-0.5	-1
COc1ccc(NC(=O)NC(=O)c2cc(OCC(F)(F)F)ccc2OCC(F)(F)F)cc1	7	-9	0.6	11	-9	30	-8	-0.5	-1
COC(=O)C(CCSC)NC(=O)CNS(=O)(=O)c1ccc(Br)cc1 (stereo unspecified)	18	2	1.2	5	7	80*	1	-2.5	-1

Copied from the list.
C/C(=N\NC(=O)C1CCCN(S(=O)(=O)c2ccccc2)C1)c1cccnc1 (stereo unspecified) in FXIa inh reads 2
COC(=O)C(CCSC)NC(=O)CNS(=O)(=O)c1ccc(Br)cc1 (stereo unspecified) in EP2 antag reads 5

Assay outcomes as filed in PubChem BioAssay.

Only part of the results is shown, so the mix of outcomes need not match the whole.
